Thrombin inh = blocks human thrombin protease activity. AID 1046. inhibition, % at 5 µM. alpha-thrombin, Boc-VPR-AMC fluorogenic substrate cleavage. hit rate 0.26% among 220,000. P00734;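 active means inhibition at or above 40%; inactive means inhibition below 40%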;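 further: 0% = enzyme with no compound and 100% = wells without enzyme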
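System: Human alpha-thrombin protein | Medium: pH 7.5 Tris (50 mM) with NaCl 150 mM, Tween 20 0.05% | Times: Enzyme reaction carried out at room temperature | Detection: AMC fluorescence, 355/460 nm | Evaluation: Percent inhibition scaled between no-compound controls and no-enzyme blanks | Benchmarks: Enzyme without compound as high, wells lacking enzyme as low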
Rad51 HR inh = blocks human Rad51 in homologous recombination. hRad51 DNA strand exchange, fluorescence dequenching. inhibition, % at 10 µM. hit rate 0.085% among 200,000. AID 1385;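 active means inhibition above 40% at the single screening dose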;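 further: 0% = DMSO control wells and 100% = blanks with heterologous ssDNA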
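Material: hRad51 filaments on single-stranded DNA; Reagent: Donor/quencher-labelled 47-bp dsDNA substrate; Compound: 10 µM final, single point; Schedule: 37 °C 15-min filament assembly, 30-min compound preincubation, 15-min exchange; Technique: FRET fluorescence, excitation 485 nm, emission 520 nm; Benchmarks: control wells and blank wells on each plate.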
KLK5 inh = kallikrein 5 (human) inhibition; recombinant hK5, fluorogenic AMC substrate cleavage; inhibition, % at 5 µM; hit rate 0.59% among 210,000;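 active means inhibition of 40% or more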;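 further: 0% = enzyme controls without compound and 100% = no-enzyme blanks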
14-3-3 Bad inh = disrupts binding of bovine 14-3-3 zeta to phospho-Bad peptide; P63103; TR-FRET 14-3-3zeta/Dy647-pBad peptide displacement, 1 h; inhibition, % at 21.7 µM; hit rate 0.71% among 220,000;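 active means inhibition above about 70%, limit read from the data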;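 further: 0% = full 14-3-3 plus peptide FRET controls and 100% = background without 14-3-3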
Furin inhibitor = inhibitors of human furin; purified furin, fluorogenic substrate cleavage; hit rate 0.061% among 220,000; inhibition, % at 30 µM; in the data active means inhibition above about 25%; further: inactives centre near -15
EBV gp42 block = blocks Epstein-Barr virus glycoprotein 42 binding; Q1HVG2; Fluorescence polarization binding assay, mP read-out; inhibition, % (tested at 21.74 µM); hit rate 0.42% among 220,000; AID 1085; in the data active means inhibition above about 50%
eIF4E-4G inh = eIF4E/eIF4G interaction inhibition in translation initiation. P63073+Q04637. TR-FRET eIF4E-eIF4GI(517-606) binding, 2 h. inhibition, % at 21.7 µM. hit rate 0.37% among 220,000;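 further: 0% = full FRET control wells and 100% = background wells lacking eIF4GI fragment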
p47phox inh = p47phox (human) inhibition; p47phox/p22phox peptide binding, fluorescence polarization, 2 h; inhibition, % at 24.7 µM; hit rate 0.53% among 220,000; AID 1274;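 further: 0% = p47phox with labelled peptide and 100% = labelled peptide alone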
KCC2 mod = modulates chloride dependent transport by human KCC2; Q9H2X9; KCC2 cells, thallium flux FluoZin-2 fluorescence; B-score of Tl+ flux slope (higher = more flux/activation; lower = inhibition) at 10 µM; hit rate 2.2% among 190,000;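 active means thallium flux slope and its plate-corrected score both differing from the plate sample mean at a set confidence after two filtering rounds, in either direction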;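 further: slope of fluorescence scaled to starting intensity during 10 to 20 s after thallium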
Starred values were filed as active, the others as inactive; / = not tested or not shown; [ ] = remark or other dose.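 How the source made its calls, unless noted: active means inhibition above about 30% (limit read from the data); inactive means the rest.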 Compounds as they come, and some 4.7% of all compounds hit somewhere here.

item	Rad51 HR inh	KCC2 mod	eIF4E-4G inh	KLK5 inh	p47phox inh	EBV gp42 block	Furin inhibitor	Thrombin inh	14-3-3 Bad inh	mol
1	-37	-0.33	0	2	-6	-12	-16	-8	-8	C/C(N)=C(/C#N)C(=O)CSc1nncn1-c1ccccc1
2	-53	1.1	1	-5	1	0	-14	3	-17	O=C(NNc1nc2c(F)cc(F)cc2s1)c1ccccc1
3	/	0.024	2	-2	-17	-6	-6[20 µM]	6	-4	O=C(CSc1oc(-c2ccco2)nc1S(=O)(=O)c1ccc(F)cc1)NCC1CCCO1 (stereo unspecified)
4	/	0.024	5	/	2	-6	-15	-2	-2	Cc1nc2cc(NS(=O)(=O)c3ccc(Br)cc3)ccc2n1C
5	4	-0.72	4	-1	-6	2	-18	-9	8	CCOC(=O)c1ccc2ncc(-c3ccccc3)nc2c1
6	-2	0.35	-7	0	-16	-13	-28[20 µM]	0	-10[fluorescence artefact?]	CCC(c1nnc(SCC(=O)NC23CC4CC(CC(C4)C2)C3)o1)N(C)C (stereo unspecified)
7	10	0.16	1	-4	-7	-16	2	2	-3	NC(N)=Nc1nc2ccc([N+](=O)[O-])cc2[nH]1
8	5	0.41	5	2	-11	12	-4	4	-2	CCCCC1=CC2=C(c3ccco3)C(=O)C(C)(OC(=O)c3ccc(OC)cc3)C(=O)C2=CN1Cc1ccc(OC)cc1 (stereo unspecified)
9	-5	/	3[fluorescence artefact?]	-19	-4	-5	-15	2	4[fluorescence artefact?]	O=C(CSc1nnc(-c2ccco2)o1)NC1CCCCCC1
10	-16	0.24	-6	4	-57	-48	-15[20 µM]	2	3	Cc1ccc(/C=C(\C#N)C(=O)Nc2c(C)cccc2C)s1

Some of these compounds in order of formula weight, rising:
item	Rad51 HR inh	KCC2 mod	eIF4E-4G inh	KLK5 inh	p47phox inh	EBV gp42 block	Furin inhibitor	Thrombin inh	14-3-3 Bad inh	mol
7	10	0.16	1	-4	-7	-16	2	2	-3	NC(N)=Nc1nc2ccc([N+](=O)[O-])cc2[nH]1
5	4	-0.72	4	-1	-6	2	-18	-9	8	CCOC(=O)c1ccc2ncc(-c3ccccc3)nc2c1
10	-16	0.24	-6	4	-57	-48	-15[20 µM]	2	3	Cc1ccc(/C=C(\C#N)C(=O)Nc2c(C)cccc2C)s1
2	-53	1.1	1	-5	1	0	-14	3	-17	O=C(NNc1nc2c(F)cc(F)cc2s1)c1ccccc1
4	/	0.024	5	/	2	-6	-15	-2	-2	Cc1nc2cc(NS(=O)(=O)c3ccc(Br)cc3)ccc2n1C

(continued)
item	Rad51 HR inh	KCC2 mod	eIF4E-4G inh	KLK5 inh	p47phox inh	EBV gp42 block	Furin inhibitor	Thrombin inh	14-3-3 Bad inh	mol
11	3	-0.11	-5	-6	3	6	-10	-12	-11	CC(=O)COc1ncnc2c(Cl)cc(Cl)cc12
12	1	0.84	1	-4	-6	-21	-26	3	-3[fluorescence artefact?]	O/N=C1/CCSc2ccccc21
13	-1	0.39	-3	-19	-11	-8	4	4	2	CC(=O)N1CCN=C1SCc1cccc(C(F)(F)F)c1
14	12	-0.21	-4	-3	6	-5	-15	-7	0	O=C(c1c(F)cccc1F)N1CCN=C1SCc1ccccc1
15	12	-0.14	-2	-2	1	-26	-8	-2	5	CCc1nc(C)cc2c1sc1ccccc12
16	-8	/	15	-26	-7	8	-20[20 µM]	-9	58	CCC1CCCCN1C(=O)c1c[nH]c2ccc(S(=O)(=O)N(C)c3ccc(Cl)cc3)cc2c1=O (stereo unspecified)
17	2	-0.41	-4	-7	-25	-1	-15	-14	8	CCOc1ccccc1NC(=O)C(OC(=O)c1ccc(N(C)C)cc1)c1ccccc1 (stereo unspecified)
18	10	1.5	-3	-9	-8	-6	-2	-7	-8	Cc1cc(C)c2nc(Cl)c(Cl)nc2c1
19	-5	0.47	3	-3	-4	-11	-19	-6	0	N=c1ccn(Cc2ccc(F)cc2)cc1
20	/	0.17	-4	-7	0	-16	-5	2	4	Cc1ccc(S(=O)(=O)N/N=C/c2ccc(OCC(=O)Nc3ccccc3Cl)cc2)cc1
21	-4	-0.0017	4	1	-15	-19	-22	-2	-1	CN(C)C(=S)Nc1ccc(Br)c(Cl)c1
22	-4	1.3	8	-16	9	4	-5	-9	-4	O=C(O)CCC(=O)Nc1ccccc1C(=O)NCCc1ccccc1
23	-6	-0.39	-1	-6	-11	-6	-6[20 µM]	-1	8	Cn1cccc1CNC1CCCC1
24	9	0.39	0	-8	-17	33	-16	-28	1	c1cncc(-c2nc(NCCCN3CCOCC3)c3c4c(sc3n2)CCC4)c1
25	8	-0.73	4	-6	-2	-12	-19	-11	3[fluorescence artefact?]	Cc1cc(C)cc(NC(=O)C(OC(=O)c2sccc2C)c2ccccc2)c1 (stereo unspecified)
26	/	-2.9	8	3	-10	-3	-10	-1	-12[fluorescence artefact?]	Cc1ccc2cc3c(N)c(C(=O)N4CCOCC4)sc3nc2c1
27	17	-0.45	2	-1	-17	-4	-8	4	-4	CCn1c(O)c(C=NC2CCCC(C)C2C)sc1=S (stereo unspecified)
28	/	-0.2	0	-21	0	-10	-9[20 µM]	7	9	Cc1ccc(C(=O)CC2(O)C(=O)N(CCc3ccccc3)c3ccc(Br)cc32)o1 (stereo unspecified)
29	-8	0.27	4	-3	/	-11	-26	-4	33	C#CCOCCOCCOCCNc1nc(N2CCN(C(=O)[C@H]([C@@H](C)CC)n3cc([C@@H](N)CC(C)C)nn3)CC2)nc(N2CCN(C(=O)[C@H]([C@@H](C)CC)n3cc([C@@H](N)CC(C)C)nn3)CC2)n1
30	8	0.93	16	-7	-14	-13	-6[20 µM]	-7	-20	O=S(=O)(c1cnccc1N1CCN(/N=C/c2ccc(Cl)cc2)CC1)N1CCCCC1
31	3	-0.082	2	-6	-12	-5	2[20 µM]	0	2	CCN1CCN(CCCOc2ccc(-c3ccccc3)cc2)CC1
32	-3	0.48	1	-24	-5	-15	-10[20 µM]	-9	-13[fluorescence artefact?]	CC1(C(=O)O)CCC(C(=O)NC2CCCCC2)C1(C)C (stereo unspecified)
33	0	0.6	4	-9	2	4	-16	-7	82*	Cc1nn2c(Nc3ccccc3)c3c(nc2c1-c1ccccc1)CCC3
34	21	0.42	-1	-2	-5	-9	-17	3	46	COC(=O)CCN1CCN(S(=O)(=O)c2ccccc2Br)CC1
35	/	-0.038	-2	-17	-3	-19	-15[20 µM]	-1	2	COc1ccc(NC(=O)C23CC4CC(C2)CC(n2cnc(Br)n2)(C4)C3)cc1Cl
36	/	1.8	-18	-11	-6	5	8[20 µM]	-5	10	C=CCn1c(=O)[nH]c2cc(C(=O)N3CCN(c4ccc(C(C)=O)cc4)CC3)ccc2c1=O
37	5	/	2	1	-10	-12	-15	-5	2	Cc1ccc(S(=O)(=O)N2CCOCC2)cc1NC(=O)c1cc(-c2ccccn2)nc2ccccc12
38	/	-0.24	-1	15	-4	-7	-22	-6	3	Cc1ccc(Nc2nc(N/N=C\c3ccc4c(c3)OCO4)nc(N3CCOCC3)n2)cc1
39	-2	-0.1	6	-13	-8	-2	-20[20 µM]	-5	8	COC(=O)CSc1snnc1-c1ccc(F)cc1
40	/	2.2	0	-6	-13	-11	-18	1	-2	CCOC(=O)N1CCc2c(sc3c2c(=O)n(Cc2ccccc2)c(=O)n3Cc2cccc(C)c2)C1
41	-10	-0.077	6	-7	-4	-7	-26	4	24	Nc1nc(-c2ccc(Cl)cc2)nn1C(=O)c1ccco1
42	10	0.017	5	-24	-1	-20	-24	-5	-22	O=C(NCc1ccncc1)/C(=C\c1ccc(F)cc1)NC(=O)c1ccccc1
43	3	-1.5	5	-16	3	-23	-5	-3	-22	COc1cc(/C=N/Nc2ccc(F)cc2F)cc(OC)c1O
44	3	0.0066	1	3	-1	-11	-16	0	-5	CC(=O)NCCn1c(SCc2cccc([N+](=O)[O-])c2)nc2ccccc2c1=O
45	-2	-1	-5	-19	-16	-28	-16[20 µM]	-4	66	O=C(NCCNCc1ccc(F)cc1)c1ccco1
46	0	-0.32	6	6	-6	-29	-22	3	-5	CC(C)n1c(C(F)(F)F)nc2cc(C(=O)N3CCC(O)CC3)ccc21
47	/	-1.1	10	1	-8	-8	-24[20 µM]	2	0	CC(=O)c1cc(C)ccc1OC(=O)c1cccnc1
48	7	0.2	22	-11	-7	-6	-3	-1	2	COC(=O)/C(C#N)=C/c1occc1C
49	-2	0.88	2	-18	2	-30	-22	-4	-9	COCCn1c(=S)[nH]c2cc(C(=O)N3CCN(Cc4ccc5c(c4)OCO5)CC3)ccc2c1=O
50	-9	0.66	2	1	1	-23	-8	-2	13[fluorescence artefact?]	CCCCNC(=O)COc1ccccc1C(=O)c1cc(C#N)c(=O)n(CCOC)c1

2 entries picked at random from the list so far:
item	Rad51 HR inh	KCC2 mod	eIF4E-4G inh	KLK5 inh	p47phox inh	EBV gp42 block	Furin inhibitor	Thrombin inh	14-3-3 Bad inh	mol
26	/	-2.9	8	3	-10	-3	-10	-1	-12[fluorescence artefact?]	Cc1ccc2cc3c(N)c(C(=O)N4CCOCC4)sc3nc2c1
17	2	-0.41	-4	-7	-25	-1	-15	-14	8	CCOc1ccccc1NC(=O)C(OC(=O)c1ccc(N(C)C)cc1)c1ccccc1 (stereo unspecified)

Next part:
item	Rad51 HR inh	KCC2 mod	eIF4E-4G inh	KLK5 inh	p47phox inh	EBV gp42 block	Furin inhibitor	Thrombin inh	14-3-3 Bad inh	mol
51	2	-0.52	0	-6	4	-2	-11[20 µM]	4	1	O=C(Cn1nc(C(F)(F)F)c2c1CCC2)NCc1ccc(Cl)cc1
52	12	0.37	21	-15	-16	-1	-20	-4	4[fluorescence artefact?]	Cc1ccccc1CSCC(=O)NCc1ccco1
53	4	0.55	7	35	12	-9	-2	4	15	CN(C)C(=O)CS(=O)(=O)c1ccc(Cl)cc1
54	-4	-1.2	-6[fluorescence artefact?]	-14	-6	-11	-9	-4	-16	COc1ccccc1NS(=O)(=O)c1cccc(C(=O)N/N=C(\C)c2ccc3c(c2)OCCO3)c1
55	/	0.64	2[fluorescence artefact?]	-8	-35	-6	-12[20 µM]	6	3	CC(C(=O)Nc1ccc(F)c(F)c1F)N1CCCCCC1 (stereo unspecified)
56	/	-0.8	0	-2	3	-2	-28	-1	-14	O=C(N/N=C(\Cc1ncc[nH]1)c1ccccc1)c1ccncc1
